Assay outcomes: PubChem, National Center for Advancing Translational Sciences (NCATS)
BRCA1 expr up: qHTS Assay to Identify Small Molecule Activators of BRCA1 Expression. Potency, µM (titrated, usually from 46.1 µM), without a hit: top-dose activation, usual class: activators. hit rate 1.1% among 380,000. MCF7-BRCA1-FFLuc reporter, luminescence, 48 h; response scale: scaled: vehicle 0%, 10 µM genistein 100%; also: potency is read from the fitted curve at half-maximal effect; nearly all actives have a fitted effect of over 80% in size; some results filed as inactive show a strong effect at the top dose
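Quantitative HTS in MCF7 cells stably reporting BRCA1 expression via firefly luciferase. Compound treatment lasts 48 h at 37 °C in phenol-red free MEM. Activation is expressed relative to genistein at 10 microM and DMSO.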
NPC1 prom act: qHTS Assay for NPC1 Promoter Activators. Huh7 NPC1 promoter luciferase reporter, 24 h. hit rate 2.4% among 320,000. Potency, µM (doses to about 9.22 µM), for the others: top-dose activation, usual class: activators. AID 485313, 2010;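 also: potency is read from the fitted curve at half-maximal effect; % of control where 0% means no effect; nearly all actives have a fitted effect of over 60% in size; reporter is driven by a mutant NPC1 promoter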
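Readout is luciferase luminescence, reflecting NPC1 promoter activation in stably transfected Huh7 cells after 24 h compound exposure at 37 °C in reduced-serum medium with 10% FBS.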
Gal4-VP16 FLuc: VP16 counterscreen qHTS for inhibitors of ROR gamma transcriptional activity. Potency, µM (doses to about 53.6 µM), inactives show at the highest dose activity, negative = inhibition, actives largely listed as inhibitors. Drosophila S2 Gal4-VP16 UAS-luciferase, luminescence, 20 h. hit rate 3.5% among 310,000;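 also: Gal4-VP16 expression switched on by copper sulfate through the metallothionein promoter; potency is read from the fitted curve at half-maximal effect; % is scaled to controls: 0 for no effect and ±100 for the full control effect; nearly all actives have a fitted effect of over 50% in size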
Giardia killer: Small Molecules that selectively kill Giardia lamblia: qHTS | activity change, % at 7.66 µM, hits read low | Giardia lamblia trophozoite viability | hit rate 0.15% among 340,000; in the data active = activity change below about -80%; inconclusive = between about -30% and that limit;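 also: parasites exposed to compound for two days anaerobically before the ATP read; % is scaled to controls: 0 for no effect and ±100 for the full control effect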
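Anaerobic 48 hrs incubation at 37 deg C of 100 trophozoites/well with test compounds; ATPLite 1-Step luminescence, 15-30 min RT, reports cellular ATP as viability.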
Menin MLL FP TR: qHTS Assay for Inhibitors Targeting the Menin-MLL Interaction in MLL Related Leukemias: Competition With Texas Red Labeled MLL-derived Mutant Peptide; O00255; Menin + Texas Red MLL mutant peptide, fluorescence polarization; Potency, µM (series often up to 61.6 µM), without a hit: at the top dose FP activity change, negative = inhibition, most hits filed as inhibitors; hit rate 0.23% among 270,000; AID 1768, 2009; active = well fitted inhibition curve with a large enough effect in the polarisation, with a control signal flat, not every such curve was filed as active; inconclusive = small, poorly fitted or top-dose-only effect, or effect the other way, or a change in a side signal; inactive = no such curve, though single readings can be large or run the other way; the % refers to the polarisation; also: potency is read from the fitted curve at half-maximal effect; % of control where 0% means no effect; many of its hits are not listed in these tables
ELG1 genotoxic: qHTS screen for small molecules that induce genotoxicity in human embryonic kidney (HEK293T) cells expressing luciferase-tagged ELG1 | HEK293T ELG1-luciferase reporter, luminescence, 16 h | Potency, µM (doses to about 46 µM), inactives show at the top dose activity change, positive = activation, most hits filed as activators | hit rate 1.3% among 330,000 | AID 504466, 2011; also: potency is read from the fitted curve at half-maximal effect; % of control where 0% means no effect; nearly all actives have a fitted effect of over 60% in size
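Luminescence read-out: rising ELG1-luciferase signal, reflecting elevated ELG1 protein under genetic stress, flags genotoxic compounds. Cells were treated for 16 hr at 37 °C before ONE-Glo detection.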
Rab9 promoter act: qHTS Assay for Rab9 Promoter Activators. hit rate 2.8% among 320,000. AID 485297, 2010. Potency, µM (doses to about 9.22 µM), for inactives: top-dose activation, negative = inhibition, usual class: activators. Huh7 Rab9 promoter-luciferase reporter, luminescence, 24 h; also: potency is read from the fitted curve at half-maximal effect; % of control where 0% means no effect; nearly all actives have a fitted effect of over 60% in size
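Luminescence from Amplite-detected luciferase (10 minutes, ambient) reports Rab9 promoter activation. Before that, stable Rab9-luciferase Huh7 cells (1500/well, reduced-serum OP-MEM I plus 10% FBS) were exposed to compound for 24 hours at 37C.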
RORgamma inh: qHTS for inhibitors of ROR gamma transcriptional activity | Nuclear receptor ROR-gamma (Mus musculus), P51450 | AID 2551, 2010 | hit rate 5.4% among 310,000 | Drosophila S2 Gal4-RORgamma UAS-luciferase reporter, 20 h | Potency, µM (titrated, usually from 53.6 µM), for inactives: top-dose activity change, negative = inhibition, most hits filed as inhibitors; also: potency is read from the fitted curve at half-maximal effect; % is scaled to controls: 0 for no effect and ±100 for the full control effect; nearly all actives have a fitted effect of over 60% in size
Target sequence (P51450 whole entry, looked up, the tested form may be a part): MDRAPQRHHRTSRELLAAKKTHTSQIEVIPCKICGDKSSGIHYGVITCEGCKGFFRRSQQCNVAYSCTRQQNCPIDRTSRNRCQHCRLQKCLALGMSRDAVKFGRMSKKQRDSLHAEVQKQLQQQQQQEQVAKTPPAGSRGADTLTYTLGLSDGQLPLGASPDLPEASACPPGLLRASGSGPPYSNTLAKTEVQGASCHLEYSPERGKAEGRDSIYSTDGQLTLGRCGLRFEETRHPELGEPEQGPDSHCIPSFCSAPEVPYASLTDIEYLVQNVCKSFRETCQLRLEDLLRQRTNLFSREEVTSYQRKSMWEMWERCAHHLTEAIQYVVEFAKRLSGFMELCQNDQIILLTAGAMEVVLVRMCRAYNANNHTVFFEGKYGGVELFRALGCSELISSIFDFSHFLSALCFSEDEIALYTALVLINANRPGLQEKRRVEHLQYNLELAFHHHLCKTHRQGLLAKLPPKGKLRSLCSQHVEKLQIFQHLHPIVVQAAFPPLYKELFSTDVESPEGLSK
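ROR gamma transcriptional activity was tracked as Gal4-UAS luciferase output in stably transfected Drosophila Schneider cells, with compound added 1 hr before 700 uM copper sulfate induction and a 20 hr ambient-temperature incubation.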
PKM2 act: qHTS Assay for Activators of Human Muscle isoform 2 Pyruvate Kinase. Pyruvate kinase PKM (Homo sapiens), P14618. hit rate 0.34% among 260,000. purified PKM2, Kinase-Glo ATP luminescence, activation; response scale: 0% is enzyme alone, no compound. Potency, µM (titrated, usually from 57.5 µM), for inactives: at the top dose activation, actives largely listed as activators. AID 1631, 2009; also: potency is read from the fitted curve at half-maximal effect; % is scaled to controls: 0 for no effect and ±100 for the full control effect; nearly all actives have a fitted effect of over 55% in size
Target sequence (P14618 whole entry, looked up, canonical isoform): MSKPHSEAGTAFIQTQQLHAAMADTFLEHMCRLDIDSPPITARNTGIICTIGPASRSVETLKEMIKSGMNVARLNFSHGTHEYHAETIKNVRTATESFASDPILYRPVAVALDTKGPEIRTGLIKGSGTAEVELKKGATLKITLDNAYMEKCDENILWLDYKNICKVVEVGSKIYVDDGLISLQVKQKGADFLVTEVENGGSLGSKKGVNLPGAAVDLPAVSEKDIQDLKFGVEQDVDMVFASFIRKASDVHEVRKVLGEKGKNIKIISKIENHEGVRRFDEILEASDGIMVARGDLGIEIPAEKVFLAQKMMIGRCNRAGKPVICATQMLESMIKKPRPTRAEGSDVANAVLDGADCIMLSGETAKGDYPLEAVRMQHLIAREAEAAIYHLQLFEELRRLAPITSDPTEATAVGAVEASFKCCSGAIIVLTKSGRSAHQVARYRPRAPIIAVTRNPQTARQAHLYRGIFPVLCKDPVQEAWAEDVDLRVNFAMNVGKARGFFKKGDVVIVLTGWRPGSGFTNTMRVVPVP
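ATP formation by purified human PK-M2, quantified via coupled luciferase luminescence after 1 h at room temperature with 0.1 mM ADP and 0.5 mM PEP final.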
p53 reactivator: qHTS assay for re-activators of p53 using a Luc reporter. H1299 p53-A138V BP100-luciferase reporter, luminescence, 24 h. Potency, µM (doses to about 92.2 µM), for the others: at the top dose activity change, positive = activation, most hits filed as activators. hit rate 0.063% among 320,000. AID 504706, 2011; also: potency is read from the fitted curve at half-maximal effect; % of control where 0% means no effect; nearly all actives have a fitted effect of over 45% in size
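p53-null H1299 cells stably carrying temperature-sensitive p53-A138V and a BP100-luciferase reporter were pinned with compounds (4-point, 1:5 series) and held 24 hrs at 37 deg C. Luminescence was read 10 min after detection reagent.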
FLuc modulator: qHTS profiling assay for firefly luciferase inhibitor/activator using purifed enzyme and Km concentrations of substrates (counterscreen for miR-21 project). Luciferin 4-monooxygenase (Photinus pyralis), P08659. purified FLuc, Km substrates, luminescence inhibition. Potency, µM (doses to about 57.5 µM), inactives show at the highest dose activity change, negative = inhibition, most hits filed as inhibitors. hit rate 6.9% among 360,000;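 also: potency is read from the fitted curve at half-maximal effect; plate controls were vehicle for no effect and reference inhibitor for full effect; nearly all actives have a fitted effect of over 55% in size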
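Purified P. pyralis luciferase (10nM final) with 10uM D-luciferin and 10uM ATP (Km levels) in 50mM Tris acetate pH 7.5, 10mM Mg acetate, 0.01% Tween-20, 0.05% BSA; qHTS 6-point titration, ~60 µM downward; luminescence read.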
The depositor's hits bear a star; ? = inconclusive; nt = not tested or not shown; & = joins results of further samples; [ ] = remark or other dose. Unless noted, calls follow the shape of the dose curve; as a rule, active = well fitted curve in the direction sought with a large enough effect; inconclusive = small, poorly fitted or top-dose-only effect, or another doubt; inactive = no such curve, though single readings can be large; an effect the other way counts as inactive or inconclusive.

SMILES	BRCA1 expr up	NPC1 prom act	Gal4-VP16 FLuc	Giardia killer	Menin MLL FP TR	ELG1 genotoxic	Rab9 promoter act	RORgamma inh	PKM2 act	p53 reactivator	FLuc modulator
COc1ccc(NC(=S)N2CCN(c3ncccn3)CC2)cc1	-6%	1%	1%	15	1%	1%	-7%	-17%	-7%	-10%	-1%
N#CCC(=O)Nc1ccc(C(=O)Nc2cccnc2)cc1	11%	-4%	5%	5	nt	-3%	-3%	-10%	-2%	1%	0%
Oc1ccc2oc3c(c2c1/C=N/n1cnnc1)CCCC3	8%	-1%	7%	20	-8%	-31%[inhibitor]	4%	-17%	0%	18%	-9%
N#Cc1c(N)nc(SCC(=O)C23CC4CC(CC(C4)C2)C3)c(C#N)c1-c1ccc(Cl)cc1	-52%	-10%	5%	-17	-15%	-2%	8%	0%	1%	5%	0%
COc1ccc(-n2c(CN3CCN(c4ccccn4)CC3)nc3ccc([N+](=O)[O-])cc3c2=O)c(OC)c1	-11%	-1%	-15%	18	-9%	-6%	-3%	9%	0%	7%	-1%
COc1cccc(CCC(=O)N2CCC(n3nccc3NC(=O)C3CCOC3)CC2)c1 (stereo not drawn)	-4%	1%	?	-6	nt	2%	-3%	-17%	2%	-8%	0%
c1ccc2c(c1)c1c3n2CCNC3CCC1 (stereo not drawn)	-12%	-11%	-14%	3	-19%	5%	-1%	10%	3%	-13%	7%
C(=N\c1nccs1)/c1cccnc1	-22%	-5%	-4%	-6	10%	4%	1%	-3%	-4%	13%	-2%
COc1ccc(C2CC(=O)C(C=NCCO)=C(O)C2)cc1OC (stereo not drawn)	-11%	-4%	2%	-1	11%	-6%	-1%[1.84 µM]	-1%	-1%	?	-2%
c1cncc(-c2nc3ccccc3o2)c1	26%	15%	3%	-11	-24%	8%	21%	-44%	5%	?	?
Cc1ccc(CNC(=O)c2cc(=O)c3cc(C)ccc3o2)cc1	5%	-4%	0%	18	17%	-2%	-13%	5%	nt	7%	0%&-4%
Cc1cc(C)n(-c2nc3c(c(=O)n(C)c(=O)n3C)n2CCO)n1	-2%	0%	4%	7	4%	-4%	1%	32%	-1%	-3%	1%
CCOC(=O)CNC(=O)c1cn(CC(C)C)c(=O)c2cc(OC)c(OC)cc12	-31%	0%	-6%	9	-11%	2%	2%	13%	0%	1%	1%
COc1cc(C(=O)N2CCN(c3ccccc3OC)CC2)c([N+](=O)[O-])cc1OC	-31%	-3%	0%	1	0%	-3%	-5%	-18%	0%	-6%	1%
COc1ccc(C(=O)CCc2ccccc2)cc1	?	?	-2%	-1	-9%	?	?	6%	nt	20%	17µM*
CSc1ncccc1C(=O)OCC(=O)Nc1ccc2c(c1)CCC2	-4%	-1%	nt	33[activator]	nt	3%	-2%	nt	nt	3%	0%
COc1ccc(CCNC(=O)c2nnn(-c3ccccc3OC)c2N)cc1OC	-11%	-3%	-4%	24	nt	-3%	16%	26%	2%	-2%	0%
Cc1cc(C)c2nc(C(F)(F)F)nc(N3CCN(C(=O)c4ccco4)CC3)c2c1	-51%	nt	0.89µM*	6	-5%	nt	nt	1µM*	11%	nt	0%
O=C(COc1cc2oc(=O)c3c(c2cc1Cl)CCC3)NCC(O)c1ccccc1 (stereo not drawn)	-12%	-1%	1%	-5	nt	3%	2%	-2%	nt	7%	-1%
Cc1ccccc1Cn1cc(NC(=O)c2cc(C3CC3)on2)cn1	40%	?	-25%	18	nt	-11%	?	7%	9%	5%	19µM*
Cc1c(N=Nc2c(-c3ccc([N+](=O)[O-])cc3)[nH]n(C(N)=S)c2=O)cccc1[N+](=O)[O-]	-79%	-33%[inhibitor]	?	-16	?	-15%	-34%[inhibitor]	0.71µM*	3%	-2%	?
Nc1ccccc1Nc1c(F)c(F)nc(F)c1Cl	-3%	-1%	4%	-5	?	-5%	6%[1.84 µM]	4%	nt	4%	-2%
COc1ccc(-c2nnc(SCC(=O)Nc3cccnc3Cl)n2C)cc1	-8%	0%	nt	-16	nt	1%	0%	nt	nt	-3%	-1%
CC(C)Oc1ccc(/C(O)=C2/C(=O)C(=O)N(CCN3CCNCC3)C2c2ccc(C(C)C)cc2)cc1 (stereo not drawn)	8%	2%	4%	5	-11%	0%	-3%	21%	nt	-2%	-1%
Cc1ccccc1C(=O)NCCCNC(=O)c1ccco1	-16%	-4%	7%	-25	-12%	2%	0%	-28%	-1%	3%	-2%

The last three compounds of the part above lead into the next.
SMILES	BRCA1 expr up	NPC1 prom act	Gal4-VP16 FLuc	Giardia killer	Menin MLL FP TR	ELG1 genotoxic	Rab9 promoter act	RORgamma inh	PKM2 act	p53 reactivator	FLuc modulator
COc1ccc(-c2nnc(SCC(=O)Nc3cccnc3Cl)n2C)cc1	-8%	0%	nt	-16	nt	1%	0%	nt	nt	-3%	-1%
CC(C)Oc1ccc(/C(O)=C2/C(=O)C(=O)N(CCN3CCNCC3)C2c2ccc(C(C)C)cc2)cc1 (stereo not drawn)	8%	2%	4%	5	-11%	0%	-3%	21%	nt	-2%	-1%
Cc1ccccc1C(=O)NCCCNC(=O)c1ccco1	-16%	-4%	7%	-25	-12%	2%	0%	-28%	-1%	3%	-2%
O=C(COc1cccc2cccnc12)NCc1cccs1	0%	2%	18%	-8	0%	-3%	14%	9%	1%	1%	-3%
O=C(N/N=C/c1ccccc1O)C1SCCCS1	-61%	-9%	5µM*	10	20%	?	-30%	0.79µM*	0%	1%	?
O=C(Nc1cccc(O)c1)c1ccc(Br)c(S(=O)(=O)N2CCCCC2)c1	-17%	-4%	-15%	0	-30%	0%	3%	-20%	6%	11%	5%
O=C(NCc1cccnc1)/C(=C/c1ccc(-c2cccc(Cl)c2)o1)S(=O)(=O)c1ccccc1	-63%	-29%	?	3	19%	-22%	-27%	11µM*	20%	-31%[inhibitor]	2%
O=C(N/N=C/c1ccncc1)c1cccc(S(=O)(=O)N2CCCC2)c1	3%	-2%	nt	4	nt	2%	-12%	nt	nt	5%	1%
C/C=N/NC(=O)CCCC(=O)N/N=C/C	5%	-3%	-12%	-11	-3%	-13%	-4%	-8%	-5%	7%	-4%
CC1CCN(c2ccc(S(=O)(=O)NC3=NCCCCC3)cc2[N+](=O)[O-])CC1	-7%	-1%	0%	5	-12%	-6%	-11%	17%	-1%	-1%	0%
CN(C)C(=O)c1cccn(Cc2ccc(C(F)(F)F)cc2)c1=O	27%	-5%	-16%	-16	-28%	5%	-2%	0%	1%	-1%	-4%
CC(C)c1ccc(/C=C2\SC(=O)N(CC(=O)NC3CCS(=O)(=O)C3)C2=O)cc1 (stereo not drawn)	?	4µM*	7.1µM*	-8	nt	9%	?	?	nt	12%	1.1µM*
Cc1nc2c(-c3ccc(F)cc3)c(C)nn2c(C)c1CCC(=O)N1CCN(c2ccccc2)CC1	14%&-5%	2%	4%	4	-2%[11.7 µM]	-1%	9%	-24%	0%	-2%	-8%&2%
CCCNC(=O)NC(=O)CSc1ccc(C)cc1C	-7%	-6%	5%	-4	-8%	1%	1%	44%	-7%	-3%	2%
COCC1CCN(C(=O)CCc2nnc(CCCCc3ccccc3)o2)CC1	15%	2%	9%	4	?	-1%	6%	30%	4%	0%	4%
COc1ccc(CNC(=O)CCCCCNC(=O)N2CCn3c2nc2ccccc23)cc1	-3%	-14%	-9%	28	nt	0%	-2%	13%	nt	-3%	17µM*
CCN(CC)C(=O)Cn1c(=O)n(CCC(=O)Nc2ccc(F)cc2)c(=O)c2sccc21	-2%	-2%	7%	6	10%	0%	-1%	13%	nt	-1%	3%

These rows are one share of the data, so the mix of outcomes need not match the whole.
